Bioassay records (PubChem BioAssay)
HCMV inh = qHTS Assay for inhibitors of the human cytomegalovirus (HCMV) | HFF cells, HCMV-luciferase reporter, 72 h; stronger effect = lower value | activity change, negative = inhibition, % at 57.5 µM | 410,000 compounds, 4.5% hits; in the data active means activity change below about -60%; inconclusive means no clear call, values can overlap the other calls; inactive means above about -39%; further: on the % scale 0 is the no-effect control and ±100 the full control effect
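Inhibition of viral replication was scored as loss of reporter luminescence in HFFs infected with HCMV-luciferase (MOI 1 PFU/cell) for 72 h; compounds tested at 2 doses, normalized to buffer and Salinomycin controls.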
AmpC inh detg = qHTS Inhibitors of AmpC Beta-Lactamase (assay with detergent) | AmpC hydrolysis of nitrocefin, absorbance 480 nm, 0.01% Triton | P00811 | 370,000 compounds, 0.041% hits | Potency, µM (top dose mostly 114 µM), for inactives: at the top dose activity change, negative = inhibition, hits mostly inhibitors;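 further: potency means the concentration at half of the fitted maximal effect; 0% = no-compound wells and -100% = no-enzyme wells; nearly all actives have a fitted effect of over 25% in size; some results filed as inactive show a strong effect at the top dose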
Target sequence (P00811 whole entry, looked up): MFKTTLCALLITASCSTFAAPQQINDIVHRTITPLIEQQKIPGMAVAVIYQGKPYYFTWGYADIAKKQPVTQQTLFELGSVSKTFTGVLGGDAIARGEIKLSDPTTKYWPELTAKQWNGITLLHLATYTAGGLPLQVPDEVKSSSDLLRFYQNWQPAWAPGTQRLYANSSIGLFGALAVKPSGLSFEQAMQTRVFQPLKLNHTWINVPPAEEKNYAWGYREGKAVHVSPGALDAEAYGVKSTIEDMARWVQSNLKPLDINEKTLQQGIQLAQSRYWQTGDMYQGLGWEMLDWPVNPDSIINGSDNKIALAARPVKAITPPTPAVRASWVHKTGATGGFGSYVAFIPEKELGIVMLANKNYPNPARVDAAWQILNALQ
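20 mM phosphate pH 7.0 + 0.01% (detergent screen) or 0.0001% Triton X-100; 5.3 nM AmpC reagent; cpd preinc 15 min RT; nitrocefin (800 uM stock) to start; A480 q20 s × 4 min; Activity was normalised to no-enzyme and no-compound control wells.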
Shiga inhibitor = A qHTS for Small Molecule Inhibitors of Shiga Toxin | Vero cells, Shiga toxin protein synthesis inhibition reporter | inhibition, % at 38.7 µM | 290,000 compounds, 9.2% hits | AID 2315, 2010; in the data active means inhibition mostly above about 28%, no sharp cut-off; inactive means mostly below about 43%; further: 0% is about no effect
Giardia FBPA inh = qHTS Assay for Inhibitors of Fructose-1,6-bisphosphate Aldolase from Giardia Lamblia; A8B2U2; purified Giardia FBPA; Potency, µM (doses to about 59.6 µM), for the others: at the top dose activity, negative = inhibition, usual class: inhibitors; 290,000 compounds, 0.71% hits; further: potency means the concentration at half of the fitted maximal effect; on the % scale 0 is the no-effect control and ±100 the full control effect; nearly all actives have a fitted effect of over 55% in size
Target sequence (A8B2U2 whole entry, looked up): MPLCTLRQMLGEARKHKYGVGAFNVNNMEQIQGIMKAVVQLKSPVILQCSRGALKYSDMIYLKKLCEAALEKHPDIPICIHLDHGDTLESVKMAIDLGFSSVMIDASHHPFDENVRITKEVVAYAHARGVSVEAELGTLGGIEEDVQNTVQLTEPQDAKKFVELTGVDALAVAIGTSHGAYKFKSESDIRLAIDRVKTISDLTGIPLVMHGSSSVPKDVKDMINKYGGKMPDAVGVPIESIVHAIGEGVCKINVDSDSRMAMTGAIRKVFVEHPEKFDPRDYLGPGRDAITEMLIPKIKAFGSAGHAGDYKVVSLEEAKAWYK
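40 nM FBPA preincubated 10 min at RT with compound (up to 57.5 uM final), then substrate plus GAPDH/TPI/NAD/arsenate coupling and diaphorase/resazurin added. Fluorescence read after 20 min at RT, 525/598 nm.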
AMA1 RON2 block = qHTS for Inhibitors of AMA1-RON; Towards Development of Antimalarial Drug Lead: Primary Screen | Plasmodium falciparum AMA1 (3D7) - RON2 peptide interaction | Potency, µM (highest dose often 58.2 µM), inactives show top-dose activity change, negative = inhibition, usual class: inhibitors | AlphaScreen AMA1-biotinylated RON2 peptide binding | 360,000 compounds, 0.2% hits;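 further: potency means the concentration at half of the fitted maximal effect; 0% = vehicle wells and -100% = peptide control; nearly all actives have a fitted effect of over 45% in size; some results filed as inactive show a strong effect at the top dose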
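AMA1 (3D7) with his tag at 25 nM final met compounds first, then biotinylated RON2 peptide at 25 nM; detection used donor plus acceptor beads, 10 µg/mL apiece, read by AlphaScreen after 30 min at room temperature.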
AmpC no deterg = qHTS Inhibitors of AmpC Beta-Lactamase (assay without detergent). AmpC nitrocefin hydrolysis, absorbance 480 nm, 0.0001% Triton. AID 485341, 2010. 330,000 compounds, 0.52% hits. Potency, µM (titrated, usually from 57.1 µM), inactives show top-dose activity change, negative = inhibition, most hits filed as inhibitors;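 further: potency means the concentration at half of the fitted maximal effect; plate controls were no compound for no effect and no enzyme for full effect; nearly all actives have a fitted effect of over 20% in size; some results filed as inactive show a strong effect at the top dose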
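AmpC (5.3 nM in the dispensed reagent) in 20 mM phosphate pH 7.0 with 0.01% (detergent screen) or 0.0001% Triton X-100 was preincubated with compounds for 15 min at room temperature. Nitrocefin was then added from an 800 uM solution, and hydrolysis was followed at 480 nm.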
Cycloheximide cs = Cycloheximide Counterscreen for Small Molecule Inhibitors of Shiga Toxin; cell reporter, cycloheximide protein synthesis inhibition counterscreen; max response, %; 300,000 compounds, 12% hits; AID 2314, 2010; in the data active means max response mostly above about 13%, no sharp cut-off; inactive means mostly below about 14%; further: read at 38.3 µM for the half of the compounds with a filed dose; 0% is about no effect
* marks the source's active call; other numbers are inactive results; ? = inconclusive; . = no result given; & = joins results of further samples; [ ] = remark or other dose. Unless noted, the call rests on the fitted dose curve; in most records, active means well fitted curve in the direction sought with a large enough effect; inconclusive means small, poorly fitted or top-dose-only effect, or another doubt; inactive means no such curve, though single readings can be large; an effect the other way counts as inactive or inconclusive.

SMILES | HCMV inh | AmpC inh detg | Shiga inhibitor | Giardia FBPA inh | AMA1 RON2 block | AmpC no deterg | Cycloheximide cs
COc1ccc2cc(C3(C)NC(=O)N(CC(=O)NCc4ccco4)C3=O)ccc2c1 (stereo not given) | -10 | -1% | 8 | -1% | -12% | -15% | 1
O=C(Nc1nc(-c2ccccc2)c(-c2ccccc2)s1)c1ccc(S(=O)(=O)N(CCCl)CCCl)cc1 | -28 | -4% | -5 | 4% | 1% | ? | -3
CCN(CC(=O)NC1CCS(=O)(=O)C1)c1nc(-c2ccccc2)nc2ccccc12 (stereo not given) | -4 | -8% | 11 | 3% | 0% | 20% | 1
CCCC12CN3CCN(CC(C3)/C1=N\NC(=O)c1ccc(F)cc1)C2 | -34 | 7% | -12 | -1% | 16% | -20% | 5
C/C(=N\n1c(C)nc2ccccc2c1=O)c1ccc(C)o1 | -30 | 9% | 11 | 1% | 11% | -5% | -1
COC(=O)c1cccc(NC(=S)Nc2cccc(Cl)c2Cl)c1 | -20 | 7% | -14 | -16% | 16% | -23% | -8
Cc1ccc(S(=O)(=O)N2[C@@H](c3ccccc3)C(C(=O)O)=CC[C@H]2c2cccc(Cl)c2)cc1 | 43 | -1% | . | . | 1% | -3% | .
O=C(c1ccc(N2CN(C(=O)c3ccco3)c3nc4ccccc4nc32)cc1)N1CCOCC1 | 29 | 1% | 21 | 2% | 3% | 1% | 8
COc1ccc(OCC(=O)NCCNC(=O)c2ccncc2)cc1 | 24 | -7% | 11 | 0% | 4% | -13% | -4
CC(C)(C)c1cc(CN2CCC(O)CC2)cc(C(C)(C)C)c1O | 18 | -3% | 24 | -20% | -6% | 19% | -8
CCc1ncc(C(O)c2cccc3ccccc23)n1C (stereo not given) | 5 | ? | -1 | -2% | 21% | -5% | 1
OC1CCN(c2ncnc3nc[nH]c23)CC1 | ? | ? | -12 | -18% | 15% | -13% | -4
S=C(NCCc1ccccc1)N/N=C/c1ccc(Cl)cc1 | ? | 9% | 14 | -2% | 40%[activator] | ? | 11
O=C(Cn1c(-c2cncs2)nc2ccccc21)NCCc1ccccc1 | -35 | -13% | 13 | 6% | 0% | -6% | -3
O=C(O)c1cc(S(=O)(=O)N2CCN(C(c3ccccc3)c3ccccc3)CC2)ccc1Cl | 15 | -3% | -1 | 0% | -15% | -26% | 2
COc1ccccc1/C=C/c1ccc2cccc(O)c2n1 | 11 | -13% | 82* | -16% | 67%[activator] | -39% | 40*
CCOC(=O)Cc1cnc(NC(=O)CSc2nc(N)cc(N)n2)s1 | 33 | -7% | -8 | -9% | -17% | -32% | 0
O=C(O)c1ccc(NCc2cccs2)cc1 | -23 | -10% | -3 | 3% | 9% | -12% | -2
NC(Cc1ccc(O)cc1)c1cn([C@@H](CCC(=O)O)C(=O)N2CCNCC2)nn1 (stereo not given in full) | 16 | 2% | -7 | 3% | 28% | -15% | 0
CCOc1ccc(NS(=O)(=O)c2ccc(C)c(C(N)=O)c2)cc1 | 7 | -1% | 10 | -7% | 1% | -24% | 6
c1ccc(-c2noc(CN3CCOCC3)n2)cc1 | 27 | -1% | -6 | 5% | 4% | 1% | -2
Cc1ccc(OCc2n[nH]c(=S)n2C2CCCCC2)cc1 | 5 | -12% | 11 | 12% | 8% | -13% | -4
Cc1ccc2c(c1)N(CCC(=O)N1CCC3(CC1)OCCO3)C(=O)CO2 | -34 | -1% | -7 | . | 19% | 23% | -3
CCOC(=O)C1CCCN(C(=O)CN2C(=O)/C(=C/c3ccc(OC)cc3)Oc3ccccc32)C1 (stereo not given) | -15 | -11% | 29* | -6% | 9% | 52%[activator] | 9
Cc1cc(NC(=O)COC(=O)c2c(C)nn(Cc3ccccc3)c2C)no1 | 3 | -5% | 32 | 3% | 10% | 1% | 2
Cc1nnc(NC(=O)CSC2=NN3CCCC(=O)N=C3S2)s1 | ? | 6% | -5 | -4% | -13% | -14% | -2
Brc1ccc2c(c1)[C@H]1OCC[C@H]1[C@@H](c1cccs1)N2 | -1 | -8% | 2 | -8% | 2% | -60% | 9
COCC(=O)N1CCC(Oc2ccc(C(=O)NC3Cc4ccccc4C3)cc2)CC1 | . | -6% | 55* | . | 7% | 76%[activator] | 27*
CCOC(=O)C1CCN(c2ncnc3nc[nH]c23)CC1 | 32 | -7% | -11 | -11% | 1% | -17% | -6
[O-]/[N+](=C/c1ccc(F)cc1)c1ccccc1 | -80* | 0% | 21 | -8% | -1% | -9% | 13

Shown with values under each structure: part of the list above.
Screens in order – HCMV inh, AmpC inh detg, Shiga inhibitor, Giardia FBPA inh, AMA1 RON2 block, AmpC no deterg, Cycloheximide cs
CCOC(=O)C1CCN(c2ncnc3nc[nH]c23)CC1
  32, -7%, -11, -11%, 1%, -17%, -6
[O-]/[N+](=C/c1ccc(F)cc1)c1ccccc1
  -80*, 0%, 21, -8%, -1%, -9%, 13

The list goes on:
SMILES | HCMV inh | AmpC inh detg | Shiga inhibitor | Giardia FBPA inh | AMA1 RON2 block | AmpC no deterg | Cycloheximide cs
O=C(Nc1ccc2c(c1)OCO2)Nc1cnccn1 | 27 | 1% | 58* | -6% | -4% | -24% | 27*
COc1ccccc1N1CCN(c2ccc([N+](=O)[O-])cc2Cl)CC1 | -26 | -3% | 9 | 2% | ? | -3% | -4
O=C(CCc1nc2ccccc2n1-c1ccccc1)NCCO | -6 | ? | -4 | 5% | -12% | -1% | -3
Cc1ccc(S(=O)(=O)Nc2ncnc3sccc23)cc1C | 1 | 0% | . | . | 1% | -17% | .
CCC(CC)C(=O)Nc1ccc(-c2cn3cccnc3n2)cc1 | 31&6 | 3%&3% | 31* | 6% | 21% | -18% | 14*
CCOc1ccc(C(=O)CCC(=O)NC(CC(C)C)C(=O)OC)cc1 (stereo not given) | 39 | -6% | 20 | 2% | 5% | 5% | 9
CCCCC(=O)Nc1ncc(Br)s1 | -16 | -14% | 32 | 6% | 2% | -9% | 11*
Cc1ccccc1C(=O)NC1CCN(CC(=O)Nc2c(C)cccc2C)CC1 | 13 | -4% | 20 | 2% | 1% | 2% | 0
CC(C)CCNC(=O)NC(=O)CSc1ccc(S(=O)(=O)N2CCOCC2)cn1 | 15 | -20% | . | . | -6% | 18% | .
CCN(C(=O)CSC1=Nc2ccccc2C2CC=NN12)C1CCS(=O)(=O)C1 (stereo not given) | 20 | -2% | 16 | 1% | 0% | 12% | 1
COc1ccc(N2C(=NC(=O)C3CCCO3)SC3CS(=O)(=O)CC32)cc1 (stereo not given) | -24 | 3% | -5 | . | 9% | -20% | -2
CCn1c(=NC(=O)c2ccco2)sc2cccc(F)c21 | 120 | ? | 101* | -18% | -8% | 3.5µM* | 34*
Cc1ccc(C(=O)Cn2c3[n+](c4ccccc42)CC(O)CS3)cc1 (stereo not given) | 21 | 5% | -8 | 2% | -4% | -3% | 2
COc1ccc2c(c1)OC[C@H]1[C@H]2N2C(=O)CN(CCc3c[nH]c4ccccc34)C(=O)[C@@]2(C)[C@H]1c1ccccc1 | -7 | 0% | . | . | -5% | 24% | .
CNC1(c2nnnn2-c2ccccc2C)CCOC(C)(C)C1 (stereo not given) | -29 | 1% | -5 | 3% | -19% | -6% | -2
Nc1c(C(O)(C(F)(F)F)C(F)(F)F)ccc2ccccc12 | -9 | -5% | 15 | -16% | -15% | 26% | -3
Cc1[nH]nc2c1C(c1ccc(F)cc1)C(C#N)=C(N)O2 (stereo not given) | 54 | -3% | -16 | 2% | -1% | -18% | -7
CS(=O)(=O)NCCNc1ncc(C(F)(F)F)cc1Cl | ? | ? | 14 | 3% | -9% | -7% | 8
CCOC(=O)c1c(NC(=O)CN2C(=O)NC3(CCC(C)CC3)C2=O)sc(C)c1CC (stereo not given) | -24 | ? | . | . | 16% | -30% | .
CCC(C)NC(=O)c1ccc(CSCc2ccccc2Cl)o1 (stereo not given) | 29 | -1% | 29 | -12% | -6% | 8% | 23*

Three entries from above, as labelled records.
COc1ccc(N2C(=NC(=O)C3CCCO3)SC3CS(=O)(=O)CC32)cc1 (stereo not given)
  HCMV inh = -24
  AmpC inh detg = 3%
  Shiga inhibitor = -5
  Giardia FBPA inh = .
  AMA1 RON2 block = 9%
  AmpC no deterg = -20%
  Cycloheximide cs = -2
CCn1c(=NC(=O)c2ccco2)sc2cccc(F)c21
  HCMV inh = 120
  AmpC inh detg = ?
  Shiga inhibitor = 101*
  Giardia FBPA inh = -18%
  AMA1 RON2 block = -8%
  AmpC no deterg = 3.5µM*
  Cycloheximide cs = 34*
CCOC(=O)c1c(NC(=O)CN2C(=O)NC3(CCC(C)CC3)C2=O)sc(C)c1CC (stereo not given)
  HCMV inh = -24
  AmpC inh detg = ?
  Shiga inhibitor = .
  Giardia FBPA inh = .
  AMA1 RON2 block = 16%
  AmpC no deterg = -30%
  Cycloheximide cs = .

(next part)
SMILES | HCMV inh | AmpC inh detg | Shiga inhibitor | Giardia FBPA inh | AMA1 RON2 block | AmpC no deterg | Cycloheximide cs
COc1ccc(S(=O)(=O)N(C)c2ccc(C(=O)NCC3CCCO3)cc2)cc1 (stereo not given) | 40 | ? | 38 | 0% | 0% | 4% | -5
CCOC(=O)C1(Cc2ccccc2C(F)(F)F)CCN(C(=O)c2cc(C(C)=O)n[nH]2)CC1 | 0 | 0% | 14 | -1% | 30%[activator] | 119%[activator] | 7
CCC(C)C(=O)Nc1nc2ccc(S(C)(=O)=O)cc2s1 (stereo not given) | 16 | -4% | 37* | -2% | 11% | -11% | 20*
CC(C)(C)NC(=S)N1CCn2cccc2C1c1cccnc1 (stereo not given) | ? | 6% | 12 | -9% | 3% | -13% | 0
COCCOC(=O)c1c(C)oc2ccc(OCC=C(C)C)cc12 | -36 | -5% | 21 | 0% | 48%[activator] | 68%[activator] | -2
O=C(Cn1nc2n(c1=O)-c1ccccc1SC2)N/N=C/c1cccs1 | 25 | 4% | -19 | 0% | -12% | -28% | 2
CCC(CC)c1nnc(NC(=O)Cc2cccs2)s1 | -37 | -5% | -11 | 4% | 6% | -29% | 9

Not a hit list; any-hit rate near 16%.
